BRCT inh green: blocks human BRCA1 BRCT binding to phosphopeptide, green readout; P38398; BRCA1 BRCT-phosphopeptide binding, green fluorescence polarization; Potency, µM (top dose mostly 76.9 µM), for inactives: at the top dose activity change, negative = inhibition, most hits filed as inhibitors; actives 0.05% (n = 75,000); AID 875;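 further: potency means the concentration at half of the fitted maximal effect; plate controls were peptide without protein for full effect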
Target sequence (P38398 whole entry, looked up): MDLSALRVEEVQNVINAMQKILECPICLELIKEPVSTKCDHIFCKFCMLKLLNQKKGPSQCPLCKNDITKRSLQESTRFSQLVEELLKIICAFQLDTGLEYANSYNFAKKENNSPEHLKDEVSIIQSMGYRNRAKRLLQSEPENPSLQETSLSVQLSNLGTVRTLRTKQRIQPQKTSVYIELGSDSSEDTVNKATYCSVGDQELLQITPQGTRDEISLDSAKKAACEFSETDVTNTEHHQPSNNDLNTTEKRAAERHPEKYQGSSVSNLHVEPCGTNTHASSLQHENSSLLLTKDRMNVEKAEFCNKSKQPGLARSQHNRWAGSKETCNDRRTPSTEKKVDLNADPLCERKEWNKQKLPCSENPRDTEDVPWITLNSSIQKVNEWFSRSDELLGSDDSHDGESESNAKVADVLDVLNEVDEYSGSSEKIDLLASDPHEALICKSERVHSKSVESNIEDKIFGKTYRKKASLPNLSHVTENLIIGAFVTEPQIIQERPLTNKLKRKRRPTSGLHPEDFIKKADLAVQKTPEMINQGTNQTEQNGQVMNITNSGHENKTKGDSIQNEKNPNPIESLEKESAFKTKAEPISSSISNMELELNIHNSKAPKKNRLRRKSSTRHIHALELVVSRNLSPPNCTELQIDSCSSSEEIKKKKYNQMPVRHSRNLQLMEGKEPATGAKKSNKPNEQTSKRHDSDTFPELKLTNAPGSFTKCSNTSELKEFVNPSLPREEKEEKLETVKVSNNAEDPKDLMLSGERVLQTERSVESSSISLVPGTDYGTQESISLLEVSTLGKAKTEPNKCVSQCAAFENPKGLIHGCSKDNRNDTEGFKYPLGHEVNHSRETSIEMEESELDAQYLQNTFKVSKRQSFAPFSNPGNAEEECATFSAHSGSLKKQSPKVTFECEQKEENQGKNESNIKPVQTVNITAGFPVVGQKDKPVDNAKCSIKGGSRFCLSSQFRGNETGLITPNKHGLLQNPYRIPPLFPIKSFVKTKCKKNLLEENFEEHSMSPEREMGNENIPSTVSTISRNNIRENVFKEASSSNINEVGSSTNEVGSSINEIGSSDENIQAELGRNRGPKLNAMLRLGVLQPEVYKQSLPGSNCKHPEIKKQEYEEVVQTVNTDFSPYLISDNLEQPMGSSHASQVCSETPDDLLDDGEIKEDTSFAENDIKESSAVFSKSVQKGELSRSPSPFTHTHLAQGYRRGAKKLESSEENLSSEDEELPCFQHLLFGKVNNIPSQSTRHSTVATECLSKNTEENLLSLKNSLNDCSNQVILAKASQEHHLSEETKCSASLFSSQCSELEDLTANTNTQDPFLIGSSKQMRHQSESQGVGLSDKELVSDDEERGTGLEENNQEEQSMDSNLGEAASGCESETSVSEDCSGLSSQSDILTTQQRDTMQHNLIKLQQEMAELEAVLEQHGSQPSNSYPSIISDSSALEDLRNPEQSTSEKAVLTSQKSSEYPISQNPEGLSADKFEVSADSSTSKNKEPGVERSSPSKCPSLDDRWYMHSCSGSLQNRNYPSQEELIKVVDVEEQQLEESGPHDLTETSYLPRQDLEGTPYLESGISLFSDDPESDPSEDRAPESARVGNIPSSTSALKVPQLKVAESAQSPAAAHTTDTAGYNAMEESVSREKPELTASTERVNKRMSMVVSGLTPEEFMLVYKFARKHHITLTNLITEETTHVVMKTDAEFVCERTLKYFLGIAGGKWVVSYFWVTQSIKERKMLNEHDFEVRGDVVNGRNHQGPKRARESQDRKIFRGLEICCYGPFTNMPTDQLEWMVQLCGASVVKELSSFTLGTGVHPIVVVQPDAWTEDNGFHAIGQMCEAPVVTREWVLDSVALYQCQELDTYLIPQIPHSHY
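Compounds were incubated for 12 min at room temperature with a complex of 100 nM fluorescein-tagged pBACH1 decapeptide and 250 nM His-tagged BRCT protein. Buffer was phosphate pH 7.3 with EDTA, DTT and Tween 20. Disruption of binding lowers the polarization signal.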
BRCT inh red: BRCT-phosphoprotein interaction inhibition (red fluorophore); P38398; BRCT-phosphopeptide binding, red fluorescence polarization; Potency, µM (highest dose often 76.9 µM), for the others: top-dose activity change, negative = inhibition, actives largely listed as inhibitors; actives 0.03% (n = 75,000); AID 892; further: on the % scale 0 is the no-effect control and ±100 the full control effect
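Rhodamine-labelled pBACH1 10-mer (100 nM) bound to BRCT domain (100 nM) at pH 7.3; compounds incubated 12 min room temperature, polarization read. Free peptide defines full inhibition; unlabelled decapeptide titrated as control.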
Ub-GFP proteasome: ubiquitin-GFP accumulation via proteasome inhibition | Ubiquitin-GFP reporter cells, proteasome inhibition, GFP fluorescence; response scale: untreated = 0%, 10 µM MG-132 = 100% | Potency, µM (titrated, usually from 45.9 µM), for inactives: at the top dose activation (GFP accumulation), usual class: activators | 67,000 tested, under 10 active | AID 526; active means well fitted activation curve with a large enough effect, not every such curve was filed as active; inconclusive means small, poorly fitted or top-dose-only effect, or another doubt; inactive means no such curve, though single readings can be large or run the other way; further: potency means the concentration at half of the fitted maximal effect
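Reporter cells (U2OS, ubiquitin-G76V-GFP fusion) are plated overnight, then treated 4 hr at 37 °C with compound titrations from 46 uM down to 2.9 nM. Activity is scaled against untreated cells and 10 uM MG-132.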
CRE-bla Fsk: alters forskolin-stimulated CRE reporter signaling in CHO cells; CHO CRE-bla reporter (cAMP response element driving beta-lactamase), forskolin EC10, beta-lactamase ratio; Potency, µM (series often up to 38.2 µM), for the others: at the highest dose activity change, negative = inhibition, most hits filed as activators; actives 2.5% (n = 71,000); AID 662; active means well fitted activation curve with a large enough effect in the signal ratio, with a control signal flat, not every such curve was filed as active; inconclusive means small, poorly fitted or top-dose-only effect, or effect the other way, or a change in a side signal; the % refers to the signal ratio; further: potency means the concentration at half of the fitted maximal effect; % of control where 0% means no effect
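The 460nm/530nm emission ratio after CCF4 loading defined %Activity, from which AC50 values were obtained. CRE-bla CHO cells received compound dilution series together with an EC10 level of NKH 477 for 3 hours at 37 degrees Celsius.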
GFP derepression: epigenetic GFP locus derepression in mouse cells; mouse C127i GFP locus derepression, cytometry, 30 h; Potency, µM (top dose mostly 46.1 µM), inactives show at the top dose GFP derepression (activation); actives 0.09% (n = 68,000); further: % of control where 0% means no effect
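Locus derepression in mouse mammary C127i cells whose integrated CMV-GFP reporter is normally silent; GFP expression after 30 h compound treatment was quantified by counting fluorescent cells.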
HBB splicing: alters splicing of the hemoglobin beta chain; Potency, µM (series often up to 46.1 µM), for inactives: top-dose activation, usual class: activators; HBB splicing reporter cell assay, activation; EGFP reporter with mutant IVS2-654 intron; response scale: normalised to 500 nM splice-correcting PNA; actives 0.06% (n = 65,000); further: potency means the concentration at half of the fitted maximal effect; 0% is about no effect
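HeLa cells stably expressing EGFP interrupted by mutant beta-globin intron 2 (IVS2-654), 500/well in 2% FCS. Treated with compound for 2 days at 37C. Splicing correction scored as total well GFP intensity (488 nm excitation, 500-520 nm emission); 500 nM antisense PNA served as control.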
DNA Pol III inh: blocks replication by bacterial DNA polymerase III holoenzyme; Potency, µM (doses to about 57.1 µM), without a hit: at the highest dose activity change, negative = inhibition; actives 0.25% (n = 71,000); AID 603; reconstituted DNA polymerase III holoenzyme replication, biochemical; further: potency means the concentration at half of the fitted maximal effect; on the % scale 0 is the no-effect control and ±100 the full control effect
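Reconstituted *E. coli* holoenzyme (0.35 nM Pol III, 1 nM beta, 154 nM SSB, 2 nM primase) was preincubated with compound for 15 min at RT. Synthesis on 1.4 nM ssM13Gori ran 35 min, then was stopped with PicoGreen/EDTA and read as dsDNA fluorescence.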
A350 fluor: A350 region autofluorescence. Compound autofluorescence, 340/450 nm, Alexa 350 dye-equivalents; hits give high values. actives 11% (n = 59,000). max dye-equivalent concentration, M; in the data active means max dye-equivalent concentration above about 10 nM; inconclusive means mostly about 1.1 nM to 9.6 nM
Hsp90 Hop PPI: changes Hsp90-Hop TPR2A binding signal, up or down | AlphaScreen TPR2A-His6 binding biotin-Hsp90 C-terminal peptide | Potency, µM (series often up to 57 µM), inactives show at the highest dose activity change, negative = inhibition | actives 0.44% (n = 71,000); active means well fitted curve in either direction with a large enough effect; inconclusive means small, poorly fitted or top-dose-only effect, or another doubt; further: potency means the concentration at half of the fitted maximal effect; on the % scale 0 is the no-effect control and ±100 the full control effect; many of its hits are not listed in these tables
4MU fluor: 4-MU region autofluorescence; compound autofluorescence, 340/450 nm, 4-MU equivalents; hits give high values; max dye-equivalent concentration, M; actives 11% (n = 59,000); AID 589; in the data active means max dye-equivalent concentration above about 10 nM; inconclusive means mostly about 1.1 nM to 9.6 nM
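Intrinsic fluorescence at 340/450 nm (ex/em) was read after 15 min at room temperature in pH 8.0, 100 mM Tris. Each compound concentration expressed as 4-MU-equivalent concentration from a six-point 4-MU standard series on each plate.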
15-hLO inh: 15-hLO (ALOX15) enzyme inhibition; P16050; Potency, µM (highest dose often 57.1 µM), for inactives: at the highest dose activity change, negative = inhibition, actives largely listed as inhibitors; purified 15hLO-1, xylenol orange hydroperoxide absorbance; actives 1.4% (n = 74,000); further: potency means the concentration at half of the fitted maximal effect; on the % scale 0 is the no-effect control and ±100 the full control effect; nearly all actives have a fitted effect of over 55% in size
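Quantitative HTS in 25 mM Hepes pH 7.5 containing 0.01% Triton X-100: human 15hLO-1 at 40 nM, arachidonic acid at 50 uM, 6 min turnover. Product quantified via ferrous oxidation/xylenol orange, 573:405 nm absorbance ratio.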
* = called active by the depositor; i = inactive; ? = inconclusive; · = no result given; & = joins results of further samples; [ ] = remark or other dose. Unless noted, the call rests on the fitted dose curve; in most records, active means well fitted curve in the direction sought with a large enough effect; inconclusive means small, poorly fitted or top-dose-only effect, or another doubt; inactive means no such curve, though single readings can be large; an effect the other way counts as inactive or inconclusive. Rows are unselected; any-hit rate near 12%.

molecule,BRCT inh green,BRCT inh red,Ub-GFP proteasome,CRE-bla Fsk,GFP derepression,HBB splicing,DNA Pol III inh,A350 fluor,Hsp90 Hop PPI,4MU fluor,15-hLO inh
CC1Cc2ccccc2N1C(=O)COc1nc2ccccc2nc1N1CCOCC1 (configuration not stated),-0.9%,-1.3%,1%,-3%,-2%,0.2%[57.5 µM],-4%,i,-2%,i,5%
CC(O)C(=O)O (configuration not stated),-1.4%,1.6%,·,-11%,·,0.2%,-1%,·,0%,·,-5%
O=C(Nc1nc(-c2ccccc2)cs1)C1CCCO1 (configuration not stated),0.9%,-3.8%,-6%,-4%,1%,0.0%,-5%,i,-2%,i,-12%
CCOC(=O)CSc1nnc(CNC(=O)Cc2ccccc2)n1C,-4.0%,1.5%,-8%,?,2%,5.5%,5%,i,2%,i,3%
Cn1cccc1C(=S)N1CCOCC1,-1.3%,-0.1%,-4%,-3%,-2%,0.9%,-2%,i,0%,i,-22%
OC(CCCN1CCCCC1)(c1ccccc1)c1ccccc1,3.5%[34.4 µM],0.5%[34.4 µM],2%[20.5 µM],-3%[17.1 µM],-2%[20.6 µM],3.4%[20.6 µM],-7%[25.6 µM],8.1e-08M*,-4%[26 µM],9.1e-08M*,-2%[25.6 µM]
C[C@H](Oc1ccccc1)C(=O)N[C@@H]1C(=O)N2[C@@H]1SC(C)(C)[C@@H]2C(=O)O,0.9%[34.4 µM],-0.3%[34.4 µM],-8%[20.5 µM],-2%[17.1 µM],0%[20.6 µM],0.7%[20.6 µM],-4%[25.6 µM],i,0%[26 µM],i,5%[25.6 µM]
Cc1cc(NC(=O)CN2CCN(c3ccccc3O)CC2)no1,-3.9%,-0.9%,2%,-11%,1%,-1.1%,-6%,i,-4%,i,?
O=C1CCCCCN1CP(=O)(O)CCc1ccccc1,-0.2%,-1.1%,5%,1%,-2%,0.3%[9.22 µM],-2%,·,1%,·,-1%
CCN1CCN(CC(=O)Nc2c(C(=O)OC)[nH]c3cccc(Cl)c23)CC1,-2.0%,0.2%,-4%,?,1%,-1.1%,-2%,i,-5%,i,-1%
CN(C)CCNc1nc2c(c(=O)[nH]c(=O)n2C)n1CCCc1ccccc1,-1.1%,0.6%,-16%,3%,-4%,-0.6%,-1%,·,-1%,·,0%
O=C(NCc1cccnc1)c1ccc(Cl)c(Cl)c1,-1.5%,-0.1%,3%,2%,0%,·,-7%,i,-5%,i,5%
CCn1c(C(C)NC(=O)c2cccs2)nc2ccccc21 (configuration not stated),2.2%,2.2%,-3%,-3%,·,-0.2%,-4%,·,-2%,·,-1%
CC(C)NC(=O)c1cccc(Cn2cc(Cl)cn2)c1,-1.5%,-1.8%,-6%,6%,7%,12%[0.369 µM],0%,i,-3%,i,10%
CC(C)CNc1oc(-c2ccc(F)cc2)nc1C#N,-3.4%,-1.6%,-6%,?,·,-1.4%,-2%,·,-6%[2.3 µM],·,?
CCCCOc1ccc(-c2nnn(CC(=O)NCc3ccco3)n2)cc1,-2.2%,0.5%,-1%,-2%,1%,·,-4%,i,-3%,i,7%
CC(C)Oc1ccc(NC(=O)C2CCCNC2=O)cc1 (configuration not stated),3.8%,0.3%,-3%,-4%,2%,·,2%,i,-2%,i,5%
COc1ccc2[nH]cc(CCNc3ncnc4ccc(-c5ccc(C(=O)N(C)C)cc5)cc34)c2c1,-3.0%,0.7%,-8%,10%,-1%[9.22 µM],-3.7%,-10%,i,-10%,i,-25%
O=C(CN1CCC(n2nnc3ccccc32)CC1)Nc1ccc2c(c1)CCC2,0.4%,-0.3%,-4%,0%,-2%,·,7%,?,-5%,1.1e-08M*,-7%
COc1ccc(N2CCN(C(=O)CCn3nnc4ccccc43)CC2)cc1,-0.7%,0.5%,-3%,-25%,-2%,-1.9%,-4%,i,-4%,i,0%
O=C(Nc1ccc(OC(F)(F)F)cc1)C1CCCN(S(=O)(=O)c2cccnc2)C1 (configuration not stated),-1.5%,-0.7%,20%,-5%,4%,-0.3%,-4%,?,1%,?,-5%
CCN(CC)c1nc(N)c2c(N)n(-c3ccccc3C)c(=S)c(C#N)c2c1C#N,3.4%,-4.4%,0%,?,6%,-0.1%[57.5 µM],1%,?,-20%,?,?
CCCOC(=O)c1cc(=O)[nH]c2ccccc12,-2.8%&-1.7%,0.1%&-2.0%,-3%&4%,?,4%&-2%,-0.3%,4%&0%,5.2e-08M*,-1%&2%,5.6e-08M*,-1%&4%
CCN(CC)CCCn1c(=S)[nH]c2cc(Cl)ccc2c1=O,-1.6%,-0.9%,·,-17%,2%,3.1%[0.369 µM],0%,?,1%,?,2%
CC1=C(C(=O)OC(C)C)C(c2cccc(F)c2)n2ncnc2N1 (configuration not stated),-0.6%,-0.7%,-6%,23%,·,-1.6%,-3%,·,-2%[2.3 µM],·,3%
COc1ccc(CCn2nnnc2C(c2ccc(Cl)cc2)N2CCN(C)CC2)cc1OC (configuration not stated),-0.8%,-2.8%,7%,1%,-1%,·,0%,i,-1%,i,-3%
COc1ccc2c(=O)cc(-c3ccncc3)oc2c1OC,-0.7%[15.4 µM],0.2%[15.4 µM],-5%[9.17 µM],-16%[7.6 µM],-1%[9.22 µM],1.2%[9.22 µM],8%[11.4 µM],i,-2%[11 µM],i,7%[11.4 µM]
O=C(CSc1nnc(-c2ccc3c(c2)OCCO3)o1)NC1CCCCC1,-1.5%,-0.8%,-5%,?,-1%,-4.6%,-4%,i,-3%,i,-1%
O=C(CSc1ccc2nnc(-c3ccccc3)n2n1)N1CCCCC1,0.0%,1.1%,14%,12%,-3%,0.4%,1%,1e-08M*,-2%,?,2%
O=C(O)C1CC(=O)N(C2CCCCCC2)C1 (configuration not stated),-1.7%,-0.4%,3%,0%,4%,-2.2%,-6%,i,3%,i,5%
Cc1cccc(C#Cc2ccccc2)n1,-6.3%&-2.8%,-2.5%&0.8%,8%&-5%,?,0%&-2%,1.4%,-2%&-10%,i,3%&2%,i,?
Cc1cc(NC(=O)CSc2nnc(C3COc4ccccc4O3)o2)no1 (configuration not stated),-5.7%,-2.2%,-8%,?,2%,-0.1%,-6%,i,-21%,i,10%
CCN(CC)CCc1nc(-c2ccccc2)no1,-0.7%[34.4 µM],1.2%[34.4 µM],-2%[20.5 µM],2%[17.1 µM],-1%[20.6 µM],2.3%[20.6 µM],-7%[25.6 µM],i,-7%[26 µM],i,20%[25.6 µM]
CC(=O)CC1(C)OC(N)=C(C#N)C1(C#N)C#N (configuration not stated),-5.0%,-0.5%,6%,?,2%,10%[0.369 µM],1%,?,-4%,?,-3%
c1ccc(CSc2nnc(-c3ccco3)n2Cc2ccco2)cc1,1.2%,1.1%,0%,27%,3%,0.2%,-6%,i,6%,i,-1%
O=C(NC1CCCCCC1)C1CCN(c2nc3ccccc3o2)CC1,-2.3%,0.6%,4%,0%,6%,-2.5%[57.5 µM],-8%,1.5e-08M*,-1%,1.2e-08M*,-1%
CCCCCCNC(=O)CC(NS(=O)(=O)c1ccc(NC(C)=O)cc1)C(C)C (configuration not stated),0.3%,2.3%,8%,-6%,-3%,3.6%,-4%,?,-2%,i,3%
Cc1nc2ccccn2c1C(=O)NC1CCCCC1,-0.9%,-1.1%,6%,12%,0%,-3.2%,-5%,·,-3%,·,3%
O=C(Nn1cnnc1)c1ccccc1CCc1ccccc1,0.3%,-0.7%,-6%,-7%,-3%,-0.4%,-6%,5.1e-08M*,2%,4.2e-08M*,2%
CC(C)C(NC(=O)OCc1ccccc1)C(=O)OCC(=O)N1CCCCC1 (configuration not stated),-0.7%,0.8%,0%,-7%,-3%,0.0%[57.5 µM],5%,i,-2%,i,6%
CC(=O)c1cc(C)ccc1OC(=O)c1cccnc1,-1.7%,-0.1%,-12%,-4%,0%,0.3%,-6%,i,2%,i,7%
Cc1cc(C(=O)N2CCN(c3cccc(Cl)c3)CC2)c(C)o1,-0.9%,-1.1%,0%,-11%,-3%,-0.6%[57.5 µM],1%,i,-1%,i,-15%
CCCCn1c(CCNC(=O)CCC)nc2ccccc21,-3.7%,-0.3%,-10%,-3%,·,2.6%,-7%,·,-3%,·,-5%

From PubChem BioAssay
